FEN1 inh: qHTS Assay for the Inhibitors of Human Flap endonuclease 1 (FEN1); P39748; Recombinant FEN1 flap cleavage, fluorescence, 15 min; Potency, µM (top dose mostly 114 µM), for inactives: at the top dose activity change, negative = inhibition, most hits filed as inhibitors; 390,000 tested, 0.35% active; further: nearly all actives have a fitted effect of over 65% in size
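Concentration–response screening of FEN1 (10 nM): 15 min compound preincubation at room temperature, reaction started with 50 nM substrate and read at 0 and 15 min. Corrected, normalized data were fitted by a four-parameter Hill equation.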
TDP1 cell CPT: qHTS for Inhibitors of human tyrosyl-DNA phosphodiesterase 1 (TDP1): qHTS in cells in presence of CPT. chicken DT40 Tdp1-/-;hTDP1 cells + 20 nM CPT, ATP luminescence, 48 h. Potency, µM (titrated, usually from 46.2 µM), for inactives: top-dose activity change, negative = growth inhibition, hits mostly inhibitors. 420,000 tested, 12% active. AID 686979, 2013; further: nearly all actives have a fitted effect of over 55% in size
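Cell growth measured by CellTiter-Glo luminescence after a minimum 48 h, 37 C compound exposure with 20 nM CPT in Tdp1-knockout DT40 cells stably expressing hTDP1, seeded 400/well; qHTS titration format.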
KAT2A inh: qHTS Assay for Inhibitors of GCN5L2 | Histone acetyltransferase KAT2A (Homo sapiens), Q92830 | GCN5L2 HAT assay, ThioGlo1 CoA-SH fluorescence | Potency, µM (doses to about 58.9 µM), for inactives: at the highest dose activity change, negative = inhibition, usual class: inhibitors | 390,000 tested, 0.21% active | AID 504327, 2011
Target sequence (Q92830 whole entry, looked up): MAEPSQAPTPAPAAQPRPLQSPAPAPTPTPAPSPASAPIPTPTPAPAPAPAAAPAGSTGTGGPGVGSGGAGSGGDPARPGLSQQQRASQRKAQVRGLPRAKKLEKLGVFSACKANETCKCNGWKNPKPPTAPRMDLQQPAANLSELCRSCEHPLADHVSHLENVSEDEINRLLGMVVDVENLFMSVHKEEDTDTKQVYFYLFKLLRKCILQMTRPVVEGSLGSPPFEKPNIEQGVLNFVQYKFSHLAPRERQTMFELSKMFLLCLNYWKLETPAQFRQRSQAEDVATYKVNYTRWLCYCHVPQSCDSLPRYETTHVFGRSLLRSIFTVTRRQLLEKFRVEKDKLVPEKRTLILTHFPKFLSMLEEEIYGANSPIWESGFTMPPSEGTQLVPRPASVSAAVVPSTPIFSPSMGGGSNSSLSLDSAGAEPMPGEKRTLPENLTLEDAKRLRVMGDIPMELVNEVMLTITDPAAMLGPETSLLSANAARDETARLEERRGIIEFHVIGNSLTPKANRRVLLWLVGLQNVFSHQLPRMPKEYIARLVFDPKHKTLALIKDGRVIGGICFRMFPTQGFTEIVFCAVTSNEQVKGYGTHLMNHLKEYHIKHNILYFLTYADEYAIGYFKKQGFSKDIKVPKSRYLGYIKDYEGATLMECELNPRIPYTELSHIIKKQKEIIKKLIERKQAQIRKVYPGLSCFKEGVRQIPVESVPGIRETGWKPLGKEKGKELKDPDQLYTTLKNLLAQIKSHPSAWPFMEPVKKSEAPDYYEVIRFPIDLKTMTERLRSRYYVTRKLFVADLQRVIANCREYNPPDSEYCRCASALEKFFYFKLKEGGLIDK
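Compounds, pin-transferred from DMSO stocks, meet 20nM GCN5L2 for 15 min before the reaction begins with H3(1-25) peptide (75uM) and acetyl-CoA (70uM). Thiol-reactive ThioGlo1 reports CoA release over 20 min at room temperature.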
* marks the source's active call; other numbers are inactive results; u = inconclusive; x = not tested or not shown; & = joins results of further samples; [ ] = remark or other dose. The call rests on the fitted dose curve; in most records, active means well fitted curve in the direction sought with a large enough effect; inconclusive means small, poorly fitted or top-dose-only effect, or another doubt; inactive means no such curve, though single readings can be large; an effect the other way counts as inactive or inconclusive. On the % scale 0 is the no-effect control and ±100 the full control effect; potency means the concentration at half of the fitted maximal effect. Only part of the results is shown; the hit share may differ from the screen's.

SMILES	FEN1 inh	TDP1 cell CPT	KAT2A inh
C=CCNC(=O)CC12CC3CC(C1)CC(CC(=O)NCC=C)(C3)C2	3%	2%	-7%
CC(C)CN(C(=O)CN(C)CC(=O)Nc1ccc(Cl)c(C(F)(F)F)c1)c1c(N)n(CC(C)C)c(=O)[nH]c1=O	13%	u	-4%
CC1=NNC(=O)C1CCC(=O)N/N=C\c1ccc(Cl)c(Cl)c1 (stereo unspecified)	2%	1%	-5%
COc1cc(OC)nc(Oc2ccccc2/C=N/O)n1	-5%	u	x
O=C(c1cc2ccccc2oc1=O)N1CCN(c2ccc(Cl)cc2)CC1	-2%	u	-1%
O=C(Cc1csc(NC(=O)Nc2ccc(Cl)cc2)n1)NCc1cccnc1	-13%	u	-1%
O=C1C(Cl)=C(N2CCCCC2)C(=O)N1c1ccccc1	0%	-12%	-2%
CCN(CC)S(=O)(=O)c1ccc(N2CCOCC2)c(NC(=O)Cc2ccccc2F)c1	-3%	-27%	-4%
C=C(C)CN(CC)C(=O)CC1C(=O)NCCN1Cc1c(F)cccc1Cl (stereo unspecified)	5%	4%	16%
CN(CC(=O)NCCc1ccc(S(N)(=O)=O)cc1)c1ccccc1	-7%	6%	-3%
O=C1CCNc2c(Cl)cccc21	1%	-10%	-8%
CC(Cc1n[nH]c(=S)n1N)c1ccccc1 (stereo unspecified)	-1%	-4%	15%
O=C(CSc1nnc(-c2ccccc2)o1)NC(=O)Cc1ccccc1	-1%	-10%	-2%
O=C(Nc1ccccc1)N1CCC2(CC1)CCN(S(=O)(=O)c1ccccc1)CC2	x	0%	-13%
CCOC(=O)C(C(=O)OCC)N(C#N)c1nc(C)cc(C)n1	10%	-5%	-3%
CN(C)c1ncnc2c1C(c1ccccc1)C(C)(C)O2 (stereo unspecified)	-2%	-23%	x
CCN(CC(=O)Nc1ccccc1OC)C(=O)C1CC2C=CC1C2 (stereo unspecified)	2%	-5%	x
COC(=O)c1sc(NC(=O)c2cc3c(s2)CCCC3)nc1C	-8%	-16%	-14%
COc1ccc(S(=O)(=O)N2CCN(Cc3nc4ccc(C)cc4o3)CC2)cc1Cl	-1%	18µM*	16%
Cc1ccc(CSc2nnc3c(n2)OC2(Nc4ccccc4-3)C(=O)Nc3ccc(F)cc32)cc1 (stereo unspecified)	11%	-41%	-6%
Cn1cnnc1SCC(=O)c1ccc2c(c1)NC(=O)CO2	-4%	19%	1%
Cc1ccc(C)c(N(CC(=O)NCc2ccco2)C(=O)CNS(=O)(=O)c2ccc(F)cc2)c1	0%	2%	1%
CCc1nn(CC(=O)NCCc2ccc(OC)cc2OC)c(=O)c2cc3occc3n12	-5%&-19%	u	-4%&-7%
CCN(c1ccccc1)S(=O)(=O)c1ccc2ccccc2c1	-8%	-4%	u
Cc1c(F)cccc1NS(=O)(=O)c1ccccc1C#N	2%	-7%	-2%
Next section:
SMILES	FEN1 inh	TDP1 cell CPT	KAT2A inh
CCOC(=O)CSc1nc(C)cc(=O)[nH]1	-1%	2%	x
CC(C)Cn1nc(C(=O)Nc2cccc(S(=O)(=O)N3CCCC3)c2)c2ccccc2c1=O	-9%	u	-3%
CC(C)=CC(=O)Nc1ccc(Br)cc1	1%	-27%	-12%
CCOC(=O)C(CCCCCCP(=O)(c1ccccc1)c1ccccc1)NC(C)=O (stereo unspecified)	-4%	2%	1%
Nc1nc(N)c2c(OCc3ccc(C(F)(F)F)cc3)cccc2n1	-11%	5µM*	x
CN(Cc1ccco1)c1ccnc(-c2cccc(NS(C)(=O)=O)c2)n1	x	u	-14%
Cc1ccc(CN2CC(C(=O)O)CC2=O)cc1 (stereo unspecified)	5%	-21%	-7%
O=C(Nc1cccc(-c2cn3cccnc3n2)c1)Nc1ccccc1F	-1%	-21%	-7%
CCCCOc1cccc(C(=O)N(Cc2ccc(Br)o2)C2CCS(=O)(=O)C2)c1 (stereo unspecified)	3%	18µM*	-10%
CCN1CCN(Cc2c(O)ccc3c(=O)c(Oc4ccccc4Cl)c(C(F)(F)F)oc23)CC1	-3%	u	-10%
CCN(CC)CCCN1C(=O)C(O)=C(C(=O)c2ccco2)C1c1ccc(OC(C)C)cc1 (stereo unspecified)	5%	11%	-14%
FC(F)(F)c1ccc(N2CCN(c3cc(-c4ccccc4)nc4ncnn34)CC2)nc1	1%	3.7µM*	-4%
CC(C)(C)c1ccc(NC(=O)CSc2n[nH]c(=O)n2C2CC2)cc1	0%	-27%	-9%
CSc1cccc(CN2CCC(CCC(=O)NC3CC3)CC2)c1	22%	-9%	-5%
Cc1cc(C)cc(-n2ccnc2SCC(=O)Nc2nc3ccccc3s2)c1	u	18µM*	-8%
COc1ccc(CCNC(=O)CS(=O)(=O)Cc2nc(-c3cccc(Cl)c3)oc2C)cc1OC	-21%	u	-2%
COc1cccc(C(=O)COC(=O)C(C)N2C(=O)C3C4C=CC(C4)C3C2=O)c1 (stereo unspecified)	6%	4%	-7%
COc1ccc(CC(=O)OCC(=O)Nc2cccc(Cl)c2)cc1	-14%	2%	-8%
COc1cccc(CNC(=O)CCCn2nc(C)c3c(C)n(-c4ccc(C)cc4)nc3c2=O)c1OC	19%&-4%	10µM*	-4%&-3%
CC(C)CCNCC1OCc2ccccc2CO1	2%	12%	7%
Cc1ccc(C)c(N2CCN(S(=O)(=O)c3ccc4c(c3)n(C)c(=O)c(=O)n4C)CC2)c1	-4%	-8%	4%
Cn1c(=O)[nH]c(=O)c2c1nc(NCCCO)n2Cc1ccc(F)cc1	7%	9%	-1%
CCCCNC(=O)c1cc(-c2ccc3c(c2)OCO3)on1	-4%	13%	-1%
CCc1ccccc1NC(=O)Cc1c(C(=O)O)[nH]c2ccc(Cl)cc12	1%	-3%	-1%
COC(=O)c1c(C)[nH]c(C)c1C(C)=O	-1%	1%	1%

Part of the list above with just FEN1 inh:
SMILES | FEN1 inh
COc1ccc(CCNC(=O)CS(=O)(=O)Cc2nc(-c3cccc(Cl)c3)oc2C)cc1OC | -21%
CCc1ccccc1NC(=O)Cc1c(C(=O)O)[nH]c2ccc(Cl)cc12 | 1%

(listing goes on)
SMILES	FEN1 inh	TDP1 cell CPT	KAT2A inh
Nn1cnnc1N/N=C/c1ccc(Cl)cc1Cl	u	u	-24%
Cc1cc(Nc2ccc(N3CCOCC3)cc2)c2cccc(C)c2n1	-23%	-17%	u
CCOC(=O)c1cccc(NS(=O)(=O)c2cnc[nH]2)c1	-2%	-3%	-1%
Cc1ccc(C(=O)NCC(=O)OCc2nnc(-c3ccccc3)o2)cc1	-1%	9%	-27%
S=c1[nH]nc(-c2ccco2)n1-c1ccc(Br)cc1	-9%	10%	x
CCOc1ccc(NC(=O)c2ccc3[nH]c(C)cc(=O)c3c2)cc1	-9%	1%	1%
Cc1ccnc(NC(=O)c2cccc(S(=O)(=O)N3CCCC3)c2)c1	-13%	-2%	u
CSc1ccccc1NC(=O)COC(=O)c1c[nH]c(=O)[nH]c1=O	-2%	-11%	14%
Cc1ccc(N2C(=O)CC(Nc3ccccc3)C2=O)cc1 (stereo unspecified)	-8%	7%	-4%
Cc1cc(NC(=O)CCC(=O)N(c2ccccc2)C(C(=O)NC2CCCC2)c2ccccc2C)no1 (stereo unspecified)	3%	-2%	0%
CCOc1ccc(NC(=O)CSc2oc(-c3cccs3)nc2S(=O)(=O)c2ccc(C)cc2)cc1	0%	12µM*	-11%
O=[N+]([O-])c1ccc(Cl)c(S(=O)(=O)NCC2CCCO2)c1 (stereo unspecified)	6%	2%	3%
CCOCCCNC(=O)Cc1ccc(-n2c(CC)nc3cccnc32)cc1	-2%	2%	40%[activator]
COCCNC(=S)N/N=C(\C)c1cc2ccccc2o1	-3%	u	-5%
COc1cc(C#N)ccc1OCC(=O)N1CCc2ccccc2C1	-8%	12%	-18%
O=C(COC(=O)C1COc2ccccc2O1)Nc1ccc2c(c1)CCC2 (stereo unspecified)	16%	-12%	-5%
Cc1cccc(C(=O)NCc2nnc(SCc3ccc(F)cc3)n2C)c1	-2%	-14%	-3%
O=C(NCC(=O)N1CCCC(C(F)(F)F)C1)c1ccc(Br)o1 (stereo unspecified)	6%	6%	-3%
CCOc1ccc(CCNC(=O)c2nnn(CC(=O)Nc3c(C)cc(C)cc3C)c2N)cc1OCC	-4%	-14%	-6%
C[C@@H]1NC(=O)c2cc([N+](=O)[O-])cc(I)c2OCC[C@@H](C(N)=O)NC(=O)[C@H](CCCCN)NC1=O	9%	-13%	0%
Cc1noc(C)c1S(=O)(=O)N1CCCC(C(=O)NCC2CCCO2)C1 (stereo unspecified)	5%	-2%	-10%
CCC(OC(=O)c1nsc(Cl)c1Cl)C(=O)NC(C)(C)C (stereo unspecified)	13%	-9%	-3%
CC(C)(C)CC(C)(C)NC(=S)NC1CCN(Cc2ccccc2)CC1	-15%	5.2µM*	-4%
O=C(OCc1ccccc1Cl)c1ccc(-c2nnn(Cc3ccccc3Cl)n2)cc1	-15%	x	2%
CCCCCN(C(=O)CCC(=O)OCC(=O)c1ccc(CCC)cc1)c1c(N)n(CCCC)c(=O)[nH]c1=O	-4%	u	3%

2 entries from above, as labelled records.
> Cc1ccnc(NC(=O)c2cccc(S(=O)(=O)N3CCCC3)c2)c1
  FEN1 inh: -13%
  TDP1 cell CPT: -2%
  KAT2A inh: u

> CSc1ccccc1NC(=O)COC(=O)c1c[nH]c(=O)[nH]c1=O
  FEN1 inh: -2%
  TDP1 cell CPT: -11%
  KAT2A inh: 14%

Remaining list, next part:
SMILES	FEN1 inh	TDP1 cell CPT	KAT2A inh
CC(C)(C)c1ccc(C(=O)CSc2nc3ccccc3c(=O)[nH]2)cc1	-1%	2.8µM*	-7%
Cc1nn(-c2ccccc2)c(Cl)c1C(=O)NNC(=O)c1ccncc1	20%	-4%	-4%
CC(C)(C)NCc1ccccc1OCc1cccs1	19%	-27%	0%
Cc1ccc(CNC(=O)[C@@H]2CCC(=O)N2Cc2ccco2)cc1	6%	-9%	-1%
CC(=O)c1ccc(NC(=O)C2CCCN(S(=O)(=O)c3ccc(-n4cnnn4)cc3)C2)cc1 (stereo unspecified)	-3%	u	-1%
COc1ccc(NCc2cc(=O)oc3cc(NC(C)=O)ccc23)cc1	2%	10%	-10%
COc1ccc(OC)c(NC(=O)CSc2nc3ccccc3c(=O)n2CCNC(C)=O)c1	0%	-14%	0%
COc1ccc(N2CCN(C(c3ccccc3)c3nnnn3Cc3ccccc3)CC2)cc1 (stereo unspecified)	-20%	u	x
Cc1ccc(Cl)cc1NC(=O)CN1C=NS(=O)(=O)c2ccccc21	-8%	-3%	0%
O=C(NCc1cccs1)C1CCCN1C(=O)Nc1ccccc1Cl (stereo unspecified)	-12%	6%	-3%
Cc1c(OCC(=O)N[C@H](C(=O)O)c2ccccc2)ccc2c3c(c(=O)oc12)CCCC3	-10%	3%	-23%
CCOc1ccc(-c2nc3c(c(SCC(=O)N4CCCCC4)n2)Cc2ccccc2O3)cc1	-7%	-22%	-7%
O=C(CSc1nnc2ccccn12)Nc1ccc(N2CCOCC2)cc1	-3%	-15%	1%
O=C(Nc1ccc(Br)cc1)c1cccc(N2C(=O)C3C4C=CC(C4)C3C2=O)c1 (stereo unspecified)	4%	23µM*	u
NC(=O)c1ccc(SCC(=O)OCC(=O)NC2CCCCCCC2)c([N+](=O)[O-])c1	-13%	-28%	-14%
COc1cc(C2CC(=O)N(Cc3cccc(F)c3)c3ccccc3S2)cc(OC)c1OC (stereo unspecified)	-1%	x	-8%
CC(C)CN(C(=O)C(c1ccccc1)c1ccccc1)c1c(N)n(CC(C)C)c(=O)[nH]c1=O	-3%	6%	-5%
CCCN(CCC)C(=O)C(Cc1ccccc1)NS(=O)(=O)c1ccc2c(c1)c(=O)n(C)c(=O)n2C (stereo unspecified)	-1%	-14%	1%
COc1cc2[nH]c(=S)n(Cc3ccc(C)cc3)c(=O)c2cc1OC	12%	u	-7%
O=C1c2cc(Br)ccc2N(Cc2ccc(Br)cc2)S(=O)(=O)C1c1cc(Cl)c(Cl)cc1[N+](=O)[O-] (stereo unspecified)	u	-27%	u
COc1ccc(F)cc1CN1CCN(CC(=O)Nc2ccccc2C(=O)NC2CC2)CC1	-6%	u	-5%

Structures above that have a cyano group:
SMILES	FEN1 inh	TDP1 cell CPT	KAT2A inh
CCOC(=O)C(C(=O)OCC)N(C#N)c1nc(C)cc(C)n1	10%	-5%	-3%
Cc1c(F)cccc1NS(=O)(=O)c1ccccc1C#N	2%	-7%	-2%
COc1cc(C#N)ccc1OCC(=O)N1CCc2ccccc2C1	-8%	12%	-18%

From PubChem BioAssay
